Source: PubChem
TTR transcr act – activators of transthyretin transcription. 92,000 tested, 1.3% active. SH-SY5Y TTR promoter Gaussia luciferase, luminescence; 100% = recombinant luciferase protein wells. activation, % at 16.7 µM. AID 1117267;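 active means activation above the mean of all tested compounds plus 3 SD, cut at about 9.5% in these data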;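 further: cells exposed to compounds for one day before reading; 0% = median of all test compound wells on the plate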
An asterisk follows results filed as active.

structure	TTR transcr act
COC(=O)c1ccccc1S(=O)(=O)N1CCC(C(=O)NCCC2=CCCCC2)CC1	4.0
COc1cc(CN2CCNC(=O)C2CC(=O)O)cc(OC)c1 (stereo not drawn)	-0.1
Nc1ncncc1-c1ccc([N+](=O)[O-])cc1	3.5
O=C(COC(=O)c1cccc(C(=O)OCC(=O)NCc2ccc(F)cc2)n1)NCc1ccc(F)cc1	4.4
CC(C)[C@H](NC(=O)c1ccccc1Cl)C(=O)NC1CCCCCC1	1.8
Cn1c(=O)cc(OCC(=O)NCCc2ccc(Cl)cc2)c2ccccc21	-0.1
Cc1ccc(CNn2cnnc2SCC(=O)NC(C)(C)C)cc1	-0.1
O=C(O)C1C2CCC(O2)C1C(=O)Nc1ccc(F)cc1 (stereo not drawn)	1.6
CCc1nnc(NC(=O)c2ccc(Br)o2)s1	-1.7
Cc1cc(C)cc(NC(=O)CSc2nnc(-c3ccc(S(=O)(=O)N4CCCC4)cc3)o2)c1	-2.1
C/C(=N\NC(=O)c1ccccn1)c1ccc(C(=O)O)s1	-1.9
O=S1(=O)c2ccc(N3CCC[C@H]3CO)cc2O[C@@H]2CCN1C2	-0.3
COC(=O)c1ccc(NC(=O)CN2CCN(CCO)CC2)cc1	-0.8
Cc1ccc(Cc2c(-c3cccc(Br)c3)nc3cc(C)c(Br)c(C)n23)cc1	0.1
COC(=O)[C@]12C[C@H](CC(=O)NCc3cccc(C(F)(F)F)c3)C(=O)N(CCc3ccc(OC)c(OC)c3)C1=C[C@H](C1CCCC1)O[C@@H]2C	-0.2
COc1ccccc1C(=O)OCC(=O)c1cccc([N+](=O)[O-])c1	0.0
COC(=O)Cc1n[nH]c(=S)[nH]c1=O	1.2
O=[N+]([O-])c1ccc(O)c(/C=N/n2c(CO)nc3ccccc32)c1	-1.0
CCOc1ncccc1C(=O)N1CCN(S(=O)(=O)c2ccccc2)CC1	-1.4
Nc1nc(N)nc(-c2ccccc2-c2nc(N)nc(N)n2)n1	1.5
CN(Cc1cccs1)c1ncnc2ccc(-c3ccc4c(c3)OCO4)cc12	0.3
COc1cccc(SCc2noc(C(=O)NCCCN3CCOCC3)c2C(=O)NCCCN2CCOCC2)c1	0.7
COc1ccccc1CN(Cc1nc2ccccc2c(=O)[nH]1)C(=O)Nc1ccccc1	-2.5
CC(=O)c1ccc(OCC(=O)OC(C)C(=O)NC2CCCCC2C)cc1 (stereo not drawn)	1.5
C[C@@H]1CN([C@H](C)CO)C(=O)CCCn2cc(nn2)CO[C@H]1CN(C)C(=O)Nc1cccc(Oc2ccccn2)c1	1.3
CCOC(=O)c1c(C(F)(F)F)nc2ncccn12	-1.6
O=C(Nc1ccc(OC(F)(F)F)cc1)c1[nH]ncc1[N+](=O)[O-]	2.8
COc1ccc(CCN=C(N)NS(=O)(=O)c2ccccc2)cc1	2.1
CCOC(=O)C1(C)CCN1C(=O)c1ccccc1Br (stereo not drawn)	-0.1
CCCCN1C(=O)C(O)=C(C(C)=O)C1c1ccccc1[N+](=O)[O-] (stereo not drawn)	0.8
O=[N+]([O-])c1ccc2nc(COCc3nc4ccccc4[nH]3)[nH]c2c1	7.7
Cc1[nH][nH]c(=O)c1C(c1ccc([N+](=O)[O-])cc1)c1c(C)[nH][nH]c1=O	-0.1
Cc1nnc(Sc2cc(C(=O)NCCCOC(C)C)c3ccccc3n2)s1	-0.5
CCCCCCOC(=O)/C=C/c1c(C)[nH]c(=O)[nH]c1=O	2.7
O=C(NNC(=O)c1nn(-c2ccc(F)cc2)ccc1=O)Nc1cccc(Cl)c1	2.8
Cn1c(C(O)c2ccc3c(c2)OCO3)nc2ccccc21 (stereo not drawn)	2.5
CCC(=O)N1CCN(c2ccc(NC(=O)c3ccc(N4CCCC4)c([N+](=O)[O-])c3)cc2)CC1	2.1
Cc1ccc(S(=O)(=O)NC(=O)Nc2cccc(C)n2)cc1	-0.1
Cc1c(OCC(=O)C(C)(C)C)ccc2c(-c3ccccc3)cc(=O)oc12	0.1
O=C1[C@H]2[C@@H](c3ccc(F)cc3)N3C(=O)N(c4cccc(Cl)c4)C(=O)[C@@]3(Cc3ccccc3)[C@H]2C(=O)N1C1CCCCC1	-4.6
OC(CC#CCN1CCCC1)(c1ccccc1)c1ccccc1	2.5
COc1cc(C(=O)NCC(=O)NNC(=O)C2COc3ccccc3O2)cc(OC)c1OC (stereo not drawn)	0.7
Cn1ccc2c(-c3ccc(C(C)(C)C)cc3)cc3c(c21)C1CCC3C1 (stereo not drawn)	-1.1
CN(C(=O)COC(=O)c1cc2c(s1)CCCCC2)c1ccccc1	-2.1
O=C(CCc1ccccc1)N=C1SC2CS(=O)(=O)CC2N1c1cccc(F)c1 (stereo not drawn)	-0.2
O=C1CC(c2ccco2)Cc2c1cnn2-c1nc2ccccc2s1 (stereo not drawn)	1.2
Nc1c(Cl)ncnc1NCCO	0.3
O=S(=O)(NCC(c1cccnc1)N1CCN(c2ccccc2)CC1)c1cccs1 (stereo not drawn)	0.4
CCC1CCCCN1C(=O)CSc1nc2c(c(=O)n1C)SC(C)C2 (stereo not drawn)	1.2
Cn1c(=O)[nH]c(=O)c2c1nc1n2CCN1Cc1ccccc1	3.3
CCCCNC(=O)N(c1c(N)n(Cc2ccccc2)c(=O)[nH]c1=O)C1CCCC1	1.3
Clc1ccc(-c2nnc(SCc3nc4ccccc4[nH]3)o2)c(Cl)c1	-4.8
CCC(Oc1ccccc1)C(=O)NC1C(=O)N2C1SC(C)(C)C2C(=O)O (stereo not drawn)	1.9
O=C(Oc1c(-c2ccccc2)c(=O)n2c3c(cccc13)CC2)c1ccccc1	-1.9
S=C(Nc1cccnc1)N1CCc2ccccc21	2.2
O=C(CSc1nnc(-c2cccs2)n1-c1ccccc1)Nc1ccccc1	-2.8
Cc1ccc(SCCC(=O)NC(C)C)cc1	-1.0
CC1Cc2cc(/C=C3/SC(N4CCC(C(N)=O)CC4)=NC3=O)ccc2O1 (stereo not drawn)	1.2
CCN1C(=NCc2ccc(OC)cc2)N[C@@H](c2ccccc2)[C@H](C(=O)OC)[C@H]1C	4.6
CCCCC#Cc1cncc(C(=O)NN)c1	-0.1

3 entries from above, sorted by count of non-hydrogen atoms, rising:
structure	TTR transcr act
C/C(=N\NC(=O)c1ccccn1)c1ccc(C(=O)O)s1	-1.9
CCC1CCCCN1C(=O)CSc1nc2c(c(=O)n1C)SC(C)C2 (stereo not drawn)	1.2
COc1cc(C(=O)NCC(=O)NNC(=O)C2COc3ccccc3O2)cc(OC)c1OC (stereo not drawn)	0.7

The list goes on:
structure	TTR transcr act
CC(C)(C)NC(=O)C(c1cccs1)N(Cc1ccc(F)cc1)C(=O)c1csnn1 (stereo not drawn)	1.8
CC(OC(=O)C1CCN(S(=O)(=O)c2ccc(Cl)cc2)CC1)C(=O)NC1CCCCC1C (stereo not drawn)	0.0
CC1CCCCC1NC(=O)c1ccc(S(=O)(=O)NNC(=O)c2ccncc2)cc1 (stereo not drawn)	-0.5
Cc1ccc(N=Cc2c(O)c3ccccc3oc2=O)c(C)c1	-1.1
Cc1ccc(SCCC(=O)NCc2ccccn2)cc1	-0.1
COc1ccc(N2CCN(C(c3cccs3)C(C)NC(=O)c3ccco3)CC2)cc1 (stereo not drawn)	-1.3
O=C(NCc1ccccc1Cl)c1cnc2n(c1=O)CCS2	-0.8
O=C(C=NNc1ccccc1)c1ccccc1	-1.3
O=C(Nc1ccccc1)C(Cc1ccccc1)c1ccccc1 (stereo not drawn)	-0.9
Nc1ccc(/C=C/c2ccc3ncccc3c2)cc1	-2.1
CCC(C)N=C1Sc2nc3ccc(C)cc3cc2CN1CCOC (stereo not drawn)	-2.0
Oc1ccccc1-n1c(-c2ccccc2)ccc1-c1ccccc1	-1.3
CC(C)=CCc1c(O)cc2c(=O)c3ccc(O)cc3oc2c1O	-1.4
CCOc1ccccc1NC(=O)CNC(=O)Cc1ccccc1	-0.5
Cc1ccccc1N(CC(=O)N1CCN(Cc2ccccc2)CC1)S(C)(=O)=O	2.3
COC(=O)c1cc(C)nc(Sc2ccccc2N)n1	-0.6
CCN(CC)CCN1C(=O)C(=O)/C(=C(/O)c2cnn(-c3ccccc3)c2C)C1c1cccnc1 (stereo not drawn)	1.5
CC(NCC(O)COC1CCC(C(C)(C)C)CC1)c1ccccc1 (stereo not drawn)	-3.6
O=C(OCc1ccc(Br)cc1)c1ccncc1	0.3
CC(=O)Nc1cccc(NC(=O)c2cc([N+](=O)[O-])ccc2N2CCCCC2)c1	-0.5
O=C(Cc1ccccc1)Nc1ccnn1C1CCN(Cc2ccc(CO)o2)CC1	-1.3
CCOc1ccc(CCNC(=O)c2cc3sccc3n2C)cc1OCC	-0.7
Cc1c(C(=O)N/N=C/c2ccccc2)[nH]c2ccc(Cl)cc12	-0.1
Nc1nonc1-n1nnc(C(=O)N/N=C/C2CC=CCC2)c1CSc1ccccc1 (stereo not drawn)	0.5
COc1ccc(-c2nc3c(c(=O)n(C)c(=O)n3C)n2CC2CC(c3ccccc3)=NO2)cc1OC (stereo not drawn)	0.7
O=C(CCC(=O)N(c1ccccc1)C(C(=O)NC1CCCC1)c1ccncc1)Nc1cccnc1 (stereo not drawn)	-1.7
COc1ccc(NC(=O)c2cc3ccccc3o2)cc1OC	-0.5
Cc1ccccc1-n1ncc2c1CC(C)(C)CC2NC(=O)CCn1cncn1 (stereo not drawn)	-1.4
CCOC(=O)c1cc2c(=O)c3ccccc3oc2nc1C	1.5
COc1ccccc1Cc1c(-c2ccc(OC)c(OC)c2)nc2c3ccccc3ccn12	3.2

Reprinted at random: five records from the list, in no set order.
structure	TTR transcr act
CC1Cc2cc(/C=C3/SC(N4CCC(C(N)=O)CC4)=NC3=O)ccc2O1 (stereo not drawn)	1.2
O=C(C=NNc1ccccc1)c1ccccc1	-1.3
Cc1c(C(=O)N/N=C/c2ccccc2)[nH]c2ccc(Cl)cc12	-0.1
S=C(Nc1cccnc1)N1CCc2ccccc21	2.2
Cc1ccccc1-n1ncc2c1CC(C)(C)CC2NC(=O)CCn1cncn1 (stereo not drawn)	-1.4

Carrying on.
structure	TTR transcr act
O=C(CN1C(=O)c2cccc3cccc1c23)Nc1ccc(S(=O)(=O)Nc2nccs2)cc1	3.1
O=C(Nc1ccccc1)c1ccc(COc2ccccc2)cc1	-1.3
COc1ccc(C(C)=O)cc1CSCCC#N	0.1
COP(=O)(O)C(COCCC(CC(C)C)NC(=O)OCc1ccccc1[N+](=O)[O-])NC(=O)OCc1ccccc1 (stereo not drawn)	0.3
CC(Sc1nc2ccccc2s1)C(=O)c1c(N)n(C)c(=O)n(C)c1=O (stereo not drawn)	8.2
CC(=O)N1CCN(c2cc(-c3ccco3)nc3cc(-c4ccccc4)nn23)CC1	-0.7
O=C(NCc1ccncc1)[C@@H]1CCCN1C(=O)[C@@H]1CCCN1C(=O)c1cccs1	-0.1
CCC(C)NC(=O)c1ccccc1NC(=O)c1ccccc1N(C)S(C)(=O)=O (stereo not drawn)	0.6
Nc1ccn([C@@H]2O[C@H](CNCc3cc(Br)ccc3OCc3ccccc3)[C@@H](O)[C@H]2O)c(=O)n1	-1.1
CCCCn1c(=NC(=O)c2cccnc2)c(C#N)cc2c(=O)n3cccc(C)c3nc21	-3.3
Cc1ccc2c(CN3CCN(CCO)CC3)cc(=O)oc2c1	8.1
NC(=O)[C@H]1CC2(CC(c3cccc(NC(=O)CC(c4ccccc4)c4ccccc4)c3)=NO2)CN1C(=O)C(c1ccccc1)c1ccccc1 (stereo partly drawn)	-1.8
Cc1ccc(N(CC(=O)Nc2ccccc2-c2ccccc2)S(=O)(=O)c2ccccc2)cc1	-5.6
CC(C)CCNC(=O)c1sc2ccc(S(=O)(=O)N3CCCCC3)cc2c1N	-2.4
COc1ccc(-c2ccnc3c(Br)c(C)nn23)cc1	1.1
C=CCN1C(=O)SC(Cc2cccc(OC)c2O)C1=O (stereo not drawn)	0.3
COc1cccc(C(=O)NC2CC3CCCC(C2)N3CC(=O)Nc2ccccc2C(F)(F)F)c1 (stereo not drawn)	-1.3
O=C(CCC1CCCC1)N1CCC(N2CCN(c3ccccc3)CC2)CC1	-1.4
C=CCn1cccc(/C=C/C(=O)c2ccc(C(C)(C)C)cc2)c1=S	2.2
Clc1ccc(-c2cn3cccnc3n2)cc1	0.7
C=CCSc1nc2sc3c(c2c(=O)[nH]1)CCC3	0.2
O=C(Nc1cc(Br)c(O)c(Br)c1)c1cccc(NC(=O)c2ccco2)c1	-0.8
Cc1cccc2cc(C(c3nnnn3C(C)(C)C)N(Cc3ccco3)CC3CCCO3)c(=O)[nH]c12 (stereo not drawn)	-2.2
O=C(NC(=S)N(Cc1ccccc1)c1ccccn1)C1CC1	0.8
CC(C)Cn1c(=O)cc(N2CCN(c3cccc(C(F)(F)F)c3)CC2)[nH]c1=O	2.3
Cc1cc(C)c(CSc2ncc(-c3ccc([N+](=O)[O-])cc3)[nH]2)c(C)c1	-2.0
CCc1nnc(NC(=O)CSc2nc(-c3ccc(F)cc3)cc(-c3ccccc3)c2C#N)s1	2.3
CCCOC(=O)CSC1=C(C#N)C(c2ccccc2Cl)CC(=O)N1 (stereo not drawn)	-0.9
O=C(Nc1nc2ccccc2s1)c1cc(-c2ccccc2)nn1-c1ccccc1	-3.1

Some of the entries so far, with each value named.
> CN(Cc1cccs1)c1ncnc2ccc(-c3ccc4c(c3)OCO4)cc12
- TTR transcr act: 0.3

> COc1cccc(SCc2noc(C(=O)NCCCN3CCOCC3)c2C(=O)NCCCN2CCOCC2)c1
- TTR transcr act: 0.7

> COc1ccccc1CN(Cc1nc2ccccc2c(=O)[nH]1)C(=O)Nc1ccccc1
- TTR transcr act: -2.5

> CC(=O)c1ccc(OCC(=O)OC(C)C(=O)NC2CCCCC2C)cc1 (stereo not drawn)
- TTR transcr act: 1.5

This is a subset; count on the stated rates, not on these rows.
